Tau ThT inhib – qHTS for Inhibitors of Tau Fibril Formation, Thioflavin T Binding; Microtubule-associated protein tau (Homo sapiens), P10636; recombinant tau K18 P301L (four-repeat tau fragment), heparin-induced fibrillization, ThT fluorescence; Potency, µM (doses to about 57.4 µM), for the others: at the highest dose activity, negative = inhibition, hits mostly inhibitors; 270,000 compounds, 2.1% hits; AID 1460, 2008; note: nearly all actives have a fitted effect of over 55% in size
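Heparin-induced (20 uM) aggregation of recombinant human K18 P301L tau, 15 uM unlabeled with 0.24 uM labeled, pH 7 acetate buffer, 6 hr at 37 C with compound. Fibrils quantified by 30 uM ThT fluorescence after 1 hr ambient incubation.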
RGS12 GoLoco inh – qHTS Assay for Inhibitors of RGS12 GoLoco Motif Activity (Red Fluorophore); Guanine nucleotide-binding protein G(i) subunit alpha-1 (Homo sapiens), P63096; Gai1:RGS12 GoLoco peptide FP, rhodamine, 10 min; Potency, µM (top dose mostly 61.6 µM), for inactives: top-dose activity, negative = inhibition, usual class: inhibitors; 230,000 compounds, 0.44% hits; AID 880, 2007; active = well fitted inhibition curve with a large enough effect, not every such curve was filed as active; inactive = no such curve, though single readings can be large or run the other way; note: nearly all actives have a fitted effect of over 30% in size; many of its hits are not listed in these tables
TR SRC2 fluor cs – Total Fluorescence Counterscreen for Inhibitors of the Interaction of Thyroid Hormone Receptor and Steroid Receptor Coregulator 2; TRb/SRC2 Texas Red total fluorescence interference; Potency, µM (doses to about 106 µM), for the others: at the highest dose fluorescence change, negative = quenching; 280,000 compounds, 0.29% hits; AID 1479, 2009; active = well fitted curve in either direction with a large enough effect; inconclusive = small, poorly fitted or top-dose-only effect
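Human TRb ligand-binding domain at 0.6 uM with 20 nM Texas Red SRC2 peptide in Tris buffer containing 1 uM T3 and 5% DMSO, incubated with compound 5 h at ambient temperature. Total fluorescence (555/632 nm) calculated as parallel + 2 × perpendicular.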
Tau FP inhib – qHTS for Inhibitors of Tau Fibril Formation, Fluorescence Polarization; Microtubule-associated protein tau (Homo sapiens), P10636; K18 P301L tau heparin fibrillization, Alexa594 FP, 6 h; Potency, µM (series often up to 57.7 µM), for inactives: top-dose activity, negative = inhibition, most hits filed as inhibitors; 280,000 compounds, 0.39% hits; AID 1468, 2008; note: nearly all actives have a fitted effect of over 55% in size
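Recombinant K18 P301L […], labeled with Alexa 594 at 0.24 uM over 15 uM unlabeled; heparin inducer 20 uM final; 37 C, 6 hr; FP endpoint.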
TRb SRC2 PPI – qHTS for Inhibitors of the Interaction of Thyroid Hormone Receptor and Steroid Receptor Coregulator 2; Thyroid hormone receptor beta (Homo sapiens), P10828; TRbeta-SRC2 peptide binding, fluorescence polarization; receptor liganded with 1 µM T3; Potency, µM (series often up to 106 µM), for the others: at the highest dose activity change, negative = inhibition, usual class: inhibitors; 280,000 compounds, 0.065% hits; AID 1469, 2008;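 note: plate controls were bound peptide for no effect and peptide without receptor for full effect; nearly all actives have a fitted effect of over 50% in size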
Target sequence (P10828 whole entry, looked up): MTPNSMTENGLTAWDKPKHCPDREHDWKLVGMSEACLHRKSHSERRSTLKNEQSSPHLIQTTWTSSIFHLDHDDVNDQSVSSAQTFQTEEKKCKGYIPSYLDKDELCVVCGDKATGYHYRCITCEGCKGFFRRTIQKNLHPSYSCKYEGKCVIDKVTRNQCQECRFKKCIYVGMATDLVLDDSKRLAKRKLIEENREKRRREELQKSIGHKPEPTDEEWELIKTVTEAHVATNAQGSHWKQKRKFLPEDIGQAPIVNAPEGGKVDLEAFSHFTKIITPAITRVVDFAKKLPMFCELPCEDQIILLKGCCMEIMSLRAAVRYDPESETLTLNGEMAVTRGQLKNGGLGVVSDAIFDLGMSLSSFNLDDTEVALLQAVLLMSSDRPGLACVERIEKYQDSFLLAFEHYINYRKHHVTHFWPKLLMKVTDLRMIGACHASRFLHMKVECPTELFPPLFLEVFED
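Decrease in fluorescence polarization of 20 nM Texas Red SRC2 coactivator peptide flagged inhibition of its binding to 0.6 uM TRb LBD; 1 uM T3 included, incubation 5 hr, ex 555/em 632 nm.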
RECQ1 helicase – qHTS Assay for Inhibitors of RecQ-Like Dna Helicase 1 (RECQ1). ATP-dependent DNA helicase Q1 (Homo sapiens), P46063. RECQ1 DNA unwinding, red fluorescence kinetic read. Potency, µM (titrated, usually from 57.3 µM), for inactives: top-dose activity, negative = inhibition, most hits filed as inhibitors. 240,000 compounds, 0.54% hits;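 note: plate controls were vehicle for no effect and no enzyme for full effect; nearly all actives have a fitted effect of over 30% in size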
Target sequence (P46063 whole entry, looked up): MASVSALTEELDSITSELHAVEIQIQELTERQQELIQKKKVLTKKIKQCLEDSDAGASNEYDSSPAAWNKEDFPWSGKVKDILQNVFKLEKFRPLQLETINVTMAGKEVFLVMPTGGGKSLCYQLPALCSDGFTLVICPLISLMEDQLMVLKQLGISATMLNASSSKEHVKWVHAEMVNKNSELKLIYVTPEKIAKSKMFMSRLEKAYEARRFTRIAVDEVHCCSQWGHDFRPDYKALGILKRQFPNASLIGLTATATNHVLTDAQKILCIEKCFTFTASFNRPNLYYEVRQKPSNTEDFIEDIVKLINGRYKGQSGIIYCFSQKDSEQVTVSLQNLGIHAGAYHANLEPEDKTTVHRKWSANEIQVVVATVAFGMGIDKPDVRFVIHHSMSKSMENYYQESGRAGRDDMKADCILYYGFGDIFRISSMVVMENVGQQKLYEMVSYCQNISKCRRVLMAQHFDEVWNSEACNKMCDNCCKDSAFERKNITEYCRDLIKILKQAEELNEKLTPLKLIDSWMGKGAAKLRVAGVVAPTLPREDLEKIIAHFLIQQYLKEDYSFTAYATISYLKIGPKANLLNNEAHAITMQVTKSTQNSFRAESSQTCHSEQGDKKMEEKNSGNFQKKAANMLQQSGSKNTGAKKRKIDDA
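RECQ1T1 50 nM; forked duplex (20 bp + 30-nt ss tails) 200 nM, ATP 2 mM final; pH 8.0, 2 mM MgCl2, 2.5 ug/ml poly(dI-dC); 15 min compound preincubation; discontinuous kinetic read over 2 h at RT.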
KDM4E inh – qHTS Assay for Inhibitors of Human Jumonji Domain Containing 2E (JMJD2E) | JMJD2E catalytic domain, FDH-coupled NADH fluorescence (FDH is formaldehyde dehydrogenase) | Lysine-specific demethylase 4E (Homo sapiens), B2RXH2 | Potency, µM (series often up to 57.1 µM), inactives show top-dose activity change, negative = inhibition, most hits filed as inhibitors | 230,000 compounds, 1.6% hits; active = well fitted inhibition curve with a large enough effect, not every such curve was filed as active; inconclusive = small, poorly fitted or top-dose-only effect, or another doubt; inactive = no such curve, though single readings can be large or run the other way;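 note: 0% = wells with enzyme and -100% = buffer wells without enzyme; nearly all actives have a fitted effect of over 50% in size; many of its hits are not listed in these tables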
L3MBTL1 inh – qHTS Assay for the Inhibitors of L3MBTL1; Lethal(3)malignant brain tumor-like protein 1 (Homo sapiens), Q9Y468; AlphaScreen L3MBTL1–H3K9me1 peptide binding; Potency, µM (top dose mostly 57.1 µM), inactives show at the highest dose activity, negative = inhibition, actives largely listed as inhibitors; 230,000 compounds, 0.66% hits; AID 485360, 2010; note: nearly all actives have a fitted effect of over 60% in size
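AlphaScreen assay: L3MBTL1 (50 nM final) was preincubated 30 min at room temperature with biotinylated H3(1-15)K9me1 peptide (75 nM final), then 30 min with library compounds; streptavidin donor and nickel chelate acceptor beads (10 ug/mL final) added, 30 min dark.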
Active calls of the source: *; i = inactive; u = inconclusive; x = not tested or not shown; & = joins results of further samples; ! = repeats disagree; [ ] = dose if it differs, or a comment. Unless noted, calls come from the whole dose curve; as a rule, active = well fitted curve in the direction sought with a large enough effect; inconclusive = small, poorly fitted or top-dose-only effect, or another doubt; inactive = no such curve, though single readings can be large; an effect the other way counts as inactive or inconclusive. Unless noted, % is set by controls: 0 for no effect and ±100 for the full control effect; potency is the fitted concentration of half-maximal effect.

item	mol	KDM4E inh	TRb SRC2 PPI	Tau FP inhib	RGS12 GoLoco inh	L3MBTL1 inh	Tau ThT inhib	RECQ1 helicase	TR SRC2 fluor cs
1	COc1ccc(S(=O)(=O)N2CCN(C(=O)Cc3cccs3)CC2)cc1	0.1%	0.5%	8.9%	7.7%	7.1%	-3.6%	-5.8%	2.1%
2	O=c1oc2ccccc2c2c1C(c1ccc(Cl)cc1)Nc1ccc3ccccc3c1-2 (stereo unspecified)	u	6.6%	4.2%	4.3%	x	0.6%	-3.7%	1.3%
3	O=C(/C=C/Nc1ccc(F)cc1)c1ccc(Oc2ncccn2)cc1	1.4%	-2.5%	-8.3%	0.4%	7.4%	u	6.1%	-1.0%
4	CC(=O)SC(C)CC(=O)Nc1ccccc1 (stereo unspecified)	7.8%	-5.3%	-2.0%	-1.8%	7.8%	-1.8%	-16.1%	0.9%
5	O=C(CN1CCN(C(c2ccccc2)c2ccccc2)CC1)NC(=O)NCc1ccco1	7.2%	-17.6%	-13.0%	-18.4%	-1.8%	-5.7%	-6.5%	1.1%
6	Cc1ccccc1/C=N/Nc1ncnc2nc[nH]c12	1.7%	-5.6%	11.9%	-5.9%	x	x	-1.7%	-0.1%
7	Cc1c(CNC2CCC(C)CC2)c(C(=O)O)c(C)n1Cc1ccccc1 (stereo unspecified)	3.7%	2.4%	-4.4%	3.7%	0.6%	-8.3%	-9.4%	u
8	CCN(CC1CCCO1)C(=O)CCc1nnc(Cc2ccc3c(c2)OCO3)o1 (stereo unspecified)	1.5%	1.0%	-4.0%	-6.5%	0.7%	-12.7%	-4.4%	-4.9%
9	COc1cc(NS(=O)(=O)c2ccc(Nc3nc(-c4cccc([N+](=O)[O-])c4)cs3)cc2)nc(OC)n1	0.1%	3.0%	u	6.5%	-0.4%	17.8µM*	-4.3%	-8.0%
10	CC(=O)CSc1nc(N(C)C)nc(N(C)C)n1	6.9%	5.5%	-2.5%	19.0%	-0.6%[11.4 µM]	2.9%	-0.3%	-3.0%
11	Cc1ccc(S(=O)(=O)CC(=O)Nc2sc3c(c2C#N)CCCC3)cc1	x	-1.5%	1.1%	x	x	-6.1%	x	-2.6%
12	CCOC(=O)C1CCN(C(=O)C2CCN(S(=O)(=O)CC)CC2)CC1	0.2%	-10.9%	-8.0%	4.6%	3.9%	-11.7%	-6.6%	-1.2%
13	COc1ccc(-c2nnc(SCC(=O)N3CCN(c4ccccc4)CC3)o2)cc1OC	-2.5%	2.2%	2.4%	3.9%	-1.7%	u	3.6%	-1.3%
14	CC(=O)Nc1cccc(Cl)c1C(=O)O	-3.7%	8.6%	-3.3%	2.1%	4.3%	-0.5%	i	0.2%
15	COc1ccc(-n2cnnc2SCC(=O)Nc2nc(C)c(Cl)cc2Cl)cc1	5.4%	3.0%	5.6%	3.6%	x	-7.9%	-8.3%	-3.4%
16	CCN(CC)C(=O)CSc1nc(-c2cccs2)cc(-c2cccs2)c1C#N	-2.4%	-7.8%	-13.0%	13.2%	10.6%	u	0.9%	-2.5%
17	Cc1ccccc1CNC(=O)Cc1cccs1	2.8%	-5.6%	-7.9%	-0.6%	x	3.8%	i	-2.3%
18	CCOc1ccc(C2c3[nH]c4ccccc4c3CCN2CCCn2cccn2)cc1 (stereo unspecified)	u	-6.5%	-5.7%	-3.8%	-15.8%	-14.6%	i	2.3%
19	COc1ccc(CN2CCNC(=O)C2CC(=O)O)c(OC)c1 (stereo unspecified)	-7.5%	-4.4%	-4.7%	7.3%	4.4%	-1.0%	-12.1%	-3.1%
20	CC(C)CN(C(=O)COC(=O)c1ccccc1Sc1ccccc1C#N)C1CCS(=O)(=O)C1 (stereo unspecified)	-3.5%	-7.8%	-12.3%	5.6%	1.2%	-5.0%	-0.6%	-0.6%
21	Cc1nc2ccc(S(=O)(=O)Nc3cc(-c4nc5cccnc5s4)ccc3C)cc2s1	-2.6%	10.7%	-6.9%	1.5%	-6.9%	0.2%	3.8%	-0.2%
22	COc1ccc(/C=N/Nc2cc(C)nc(N3CCOCC3)n2)cc1	-6.1%	2.5%	9.9%	-5.0%	2.9%	u	-2.3%	0.4%
23	O=C(CN1CCN(c2ccccn2)CC1)NCCc1ccccc1	3.3%	-17.3%	-2.4%	2.9%	0.6%	-3.0%	-9.5%	-2.3%
24	O=C(Nc1ccc(N2CCOCC2)cc1)C1(c2ccc(Cl)cc2)CCC1	7.7%	2.5%	4.9%	6.7%	-5.0%	-9.1%	-16.5%	0.3%

Values by screen from above.
RECQ1 helicase, nos. 13–24: 3.6%, i, -8.3%, 0.9%, i, i, -12.1%, -0.6%, 3.8%, -2.3%, -9.5%, -16.5%
TR SRC2 fluor cs, nos. 13–24: -1.3%, 0.2%, -3.4%, -2.5%, -2.3%, 2.3%, -3.1%, -0.6%, -0.2%, 0.4%, -2.3%, 0.3%
L3MBTL1 inh, nos. 13–24: -1.7%, 4.3%, x, 10.6%, x, -15.8%, 4.4%, 1.2%, -6.9%, 2.9%, 0.6%, -5.0%

Further structures.
item	mol	KDM4E inh	TRb SRC2 PPI	Tau FP inhib	RGS12 GoLoco inh	L3MBTL1 inh	Tau ThT inhib	RECQ1 helicase	TR SRC2 fluor cs
25	CCc1nnc(NC(=O)CSc2nnc(CSc3nc(C)cc(C)n3)o2)s1	-14.2%	1.4%	-3.1%	0.5%	1.9%	u	-14.8%	-2.5%
26	Cc1c(-c2nsc(NC(=O)c3ccccc3)n2)nnn1-c1ccc(C(F)(F)F)c(Cl)c1	x	1.7%	0.8%	x	x	-12.6%	x	-15.5%
27	O=C(NCc1ccc2c(c1)OCO2)Nc1cccc2ccccc12	u	4.0%	-9.6%	3.2%	x	-6.5%	i	-2.8%
28	CCOc1ccc(NC(=O)CSc2nnc(-c3ccc(OCC)cc3)o2)cc1	x	-1.6%	-8.5%	x	x	5.0%	x	0.6%
29	CCCOc1cccc(C2c3c(oc4ccc(F)cc4c3=O)C(=O)N2CCc2ccc(OC)cc2)c1 (stereo unspecified)	x	6.3%	-10.4%	x	x	-2.3%	x	7.4%
30	CCOc1ccc(NC(=O)CC2C(=O)N(c3ccccc3)C(=O)N2CCc2cccs2)cc1 (stereo unspecified)	-13.7%	5.9%&2.3%	-4.3%&-9.6%	3.0%	-3.0%	-5.7%&4.8%	-0.6%	-1.1%&-2.9%
31	Cc1ccn2c(Nc3ccc(F)cc3)c(-c3ccc(C)o3)nc2c1	x	-8.2%	0.0%	x	x	-5.7%	x	1.8%
32	Cc1cc2oc3c(c(=O)c2cc1C)C(c1ccc(F)cc1)N(CCCN1CCOCC1)C3=O (stereo unspecified)	-3.3%	5.1%	16.8%	4.5%	19.4%	-14.4%	-1.7%	1.2%
33	CCCOC(=O)C1=C(C)NC2=C(C(=O)CC(C)(C)C2)C1c1ccc(N(C)C)cc1 (stereo unspecified)	u	-1.3%	0.2%	-15.1%	-17.1%	-10.9%	-9.8%	-2.0%
34	Cc1cccc(N2CCN(C(=O)C3CCN(S(=O)(=O)c4cccc5nsnc45)CC3)CC2C)c1 (stereo unspecified)	-5.3%	4.4%	-1.6%	10.6%	-3.7%	u	9.2%	-2.2%
35	Cc1ccc(C(C)C)c(OCCN2C(=O)NC(C)(C)C2=O)c1	3.3%	-0.4%	-2.1%	-3.9%	x	-3.8%	-4.3%	-2.4%
36	O=C(Cc1cccs1)Nc1ccccc1NC(=O)Cc1cccs1	-6.0%	2.2%	-1.9%	2.3%	x	-6.5%	-8.6%	-3.7%
37	Cc1ccccc1OCCc1c(C)[nH]c(=S)[nH]c1=O	-1.5%	-10.9%	-13.0%	-10.5%	x	-7.5%	-19.9%	-2.3%
38	COc1cccc(-c2nc(CS(=O)(=O)CC(=O)NCCc3ccc(OC)c(OC)c3)c(C)o2)c1	x	-10.0%	-4.2%	x	x	-16.3%	x	0.1%
39	Cc1ccccc1C(=O)/C=C1/c2ccccc2CC(C)(C)N1C	3.7%	1.3%	0.2%	9.5%	-3.9%	-10.2%	-3.6%	1.8%
40	CCC(C)NS(=O)(=O)c1ccc(NS(=O)(=O)c2ccc(F)cc2)cc1 (stereo unspecified)	-1.7%	-2.6%	-2.8%	15.5%	x	1.5%	14.3%	2.0%
41	CC(C)N(C)C1CCN(C(=O)Nc2ccc(Cl)c(Cl)c2)CC1	7.9%	2.3%	-3.7%	3.1%	3.2%	-4.6%	-5.7%	-0.7%
42	COCC(C)n1c(C)cc(C(=O)COC(=O)/C=C/c2cccc(F)c2)c1C (stereo unspecified)	-7.0%	-4.6%	11.3%	11.3%	x	-13.7%	i	-0.7%
43	N[C@H](C(=O)O)[C@H](O)C(=O)O	12.6µM*!	0.7%&-3.6%&2.7%	-0.7%&2.2%&-3.5%	-11.1%&0.9%&5.2%	x	-3.6%&1.5%&-14.4%	4.0%&-1.9%	-17.7%&0.3%&0.9%
44	CCc1ccc(CCC(=O)Nc2nnc(CC)s2)o1	4.9%	3.0%	5.3%	1.9%	1.7%	-4.5%	-0.2%	-0.3%
45	COc1ccccc1C(=O)Nc1ccc(Cc2ccncc2)cc1	6.7%	-2.5%	7.2%	0.2%	-0.9%	-20.5%	-5.4%	-1.9%
46	CC(=O)c1sc(N/N=C\c2ccccc2O)nc1C	28.2µM*	-3.9%	7.4%	28.3%	9.3%	u	-16.9%	-5.7%
47	N#CC1=C(N)C(C#N)(C#N)C(c2ccncc2)C2CN(C(=O)OCc3ccccc3)CC=C12 (stereo unspecified)	u	4.6%	u	55.0%[activator]	21.9%[11.4 µM]	25.1µM*	2.3%	4.7%

Screening data from PubChem BioAssay.

An excerpt, so the mix of outcomes need not match the whole.
